FEN1 inh – blocks human flap endonuclease 1 | AID 588795 | 0.35% of 390,000 active | P39748 | Recombinant FEN1 flap cleavage, fluorescence, 15 min | Potency, µM (titrated, usually from 114 µM), for inactives: top-dose activity change, negative = inhibition, most hits filed as inhibitors; active means well fitted inhibition curve with a large enough effect; inconclusive means small, poorly fitted or top-dose-only effect; inactive means no such curve, though single readings can be large or run the other way; further: nearly all actives have a fitted effect of over 65% in size
Target sequence (P39748 whole entry, looked up): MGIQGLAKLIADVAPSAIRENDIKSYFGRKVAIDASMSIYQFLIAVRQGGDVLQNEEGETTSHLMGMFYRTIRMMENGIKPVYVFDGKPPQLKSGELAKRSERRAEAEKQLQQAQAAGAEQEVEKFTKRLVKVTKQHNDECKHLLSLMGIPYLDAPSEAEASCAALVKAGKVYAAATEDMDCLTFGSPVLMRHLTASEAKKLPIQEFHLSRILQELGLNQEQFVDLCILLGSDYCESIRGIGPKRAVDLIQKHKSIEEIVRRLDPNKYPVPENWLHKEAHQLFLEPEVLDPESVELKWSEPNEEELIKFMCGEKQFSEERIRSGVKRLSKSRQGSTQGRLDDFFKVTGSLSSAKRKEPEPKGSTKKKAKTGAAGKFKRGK
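Compounds are tested as a concentration series against 10 nM FEN1; after a 15 min room-temperature preincubation, 50 nM substrate starts cleavage, with plate reads at 0 and 15 min. Normalized responses are fitted by a Hill equation.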
* hit, by the source's call; ? = inconclusive; & = joins results of further samples; [ ] = another dose, or the depositor's remark. On the % scale 0 is the no-effect control and ±100 the full control effect; potency means the concentration at half of the fitted maximal effect. The list is partial; the hit share may differ from the screen's.

SMILES	FEN1 inh
CC(=O)C1CCC2C3CC=C4CC(SC(=N)N)CCC4(C)C3CCC12C (stereo not drawn)	?
O=C(O)c1cccc2c1Cc1cc([N+](=O)[O-])ccc1-2	?
CN(C)CCCN1C(=O)C(O)=C(C(=O)c2cc3ccccc3o2)C1c1ccccn1 (stereo not drawn)	4%
CC(C)(C)CC(C)(C)N=C1Nc2ccccc2N[C@]12C[C@H]1CCCC(=O)N3CC[C@@H](C2)[C@@H]13	?
c1ccc(CNCCCNCCCCNCCCNCc2ccccc2)cc1	-1%
N#CC1(Nc2ccc(-c3ccc(Cl)cc3)cc2)CCCC1	10%
COc1ccc(C(=O)C[n+]2cccc3cccc(O)c32)cc1	15%
Clc1ccc(CNc2ncnc3[nH]ncc23)cc1Cl	-4%
COc1ccc(CNS(=O)(=O)c2ccc(F)cc2Br)cc1	-2%
COc1ccc(C(CNC(=O)C(C)(C)Oc2ccc(Cl)cc2)N2CCOCC2)cc1 (stereo not drawn)	2%
COC(=O)[C@@]12CCCCN1[C@H](c1ccc(-c3ccc(Cl)c(Cl)c3)c(OC)c1)[C@@H]1C(=O)N(C)C(=O)[C@@H]12	-14%
Nc1cc2c(cc1Cl)-c1ccccc1C2	-4%
Clc1ccc2c(ccc[n+]2CCC2CCCCC2)c1	0%
CN(C)c1ccc(N=Nc2ccc3ncccc3c2)cc1	-4%
FC(F)(F)c1nc(SCc2ccccc2)n[nH]1	-7%
COc1ccccc1NC(=O)c1cc2c(n(-c3ccc(C)cc3)c1=O)CC(C)(C)CC2=O	-7%
CC(CCc1ccccc1)NC(=O)CN1CCOc2ccccc21 (stereo not drawn)	17%
Cc1c(C)c(C)c(/C=C/c2ccnc3ccccc23)c(C)c1C	-15%
C#CCOCCOCCOCCNc1nc(N2CCN(C(=O)[C@H](CCCCN)n3cc(CN)nn3)CC2)nc(N2CCN(C(=O)[C@H](CCCCN)n3cc([C@@H](N)CC(N)=O)nn3)CC2)n1	-16%
CCc1nnc(NS(=O)(=O)c2ccc(NC(=O)C(c3ccccc3)c3ccccc3)cc2)s1	9%
Cc1cc(C)c(S(=O)(=O)N2CCN(C(=O)c3ccc(-n4nc(C)c(Cl)c4C)cc3)CC2)c(C)c1	-12%
COc1ccc[n+](CC(=O)c2ccc(F)cc2)c1	0%
CCOc1ccc(NC(=O)OCCN2CCN(CCc3ccccc3)C(C)C2)cc1 (stereo not drawn)	-6%
CC(C)(C)S(=O)(=O)N1Cc2cc(CO)cc(CCO)c2[C@@H]1CCO	7%
COc1ccc(CCc2ccc3ccccc3n2)cc1	-17%
CCNc1nc2c(cnn2C)c(=O)[nH]1	10%
CC(C)c1ccccc1OCCCCCN1CCOCC1	2%
CCCC(=O)Nc1ccc(S(=O)(=O)Nc2nccs2)cc1	-10%
CCCc1nc2sc3ccccc3c(=O)c2c(=O)n1Cc1ccccc1	10%
CCC(C)C(CO)NCCCn1cnc(C(=O)Nc2ccc(C)c(C)c2)n1 (stereo not drawn)	4%
CC(=O)C[C@H]1c2ccccc2S(=O)(=O)N1c1ccccc1	-2%&-5%
O=S(=O)(c1cccc(Br)c1)N1CCN(c2ncnc3scc(-c4ccccc4)c23)CC1	-11%
COc1ccc2oc(C)c(C(=O)c3ccccc3)c2c1	-6%
O=[N+]([O-])c1csc2ccccc12	-9%
O=[N+]([O-])c1ccc(Nc2nccc(Cl)n2)cc1	-1%
Cc1ccc2nc(C(Cl)(Cl)Cl)nc(N/N=C/c3ccc([N+](=O)[O-])cc3)c2c1	3%
CCNC1(C#N)CCN(Cc2ccccc2)CC1	1%
CCC1(c2ccccc2)SC(N)=NC1=O (stereo not drawn)	-3%
CCOC(=O)C1CC(=O)c2ccccc2C1c1ccccc1 (stereo not drawn)	-11%
Cc1ccc(NC2=C(CC(=O)O)C(c3ccc(F)cc3)N(c3ccc(C)cc3)C2=O)cc1 (stereo not drawn)	-5%
O=C(c1ccc(-c2ccccc2Cl)s1)N1CCOCC1	-5%
CN(C)c1ccc(C(=O)Oc2cc(O/N=[N+](\[O-])N(C)C)c([N+](=O)[O-])cc2[N+](=O)[O-])cc1	?
O=S(Cc1ccccc1)c1ccccc1 (stereo not drawn)	-1%
CCC(Cc1ccccc1)OC(=O)c1ccccc1C(=O)O (stereo not drawn)	16%
O=c1nc(NO)ccn1C1CCCO1 (stereo not drawn)	2%
COc1ccc(C(=O)c2cn(-c3cccc(Br)c3)nc2C(C)=O)cc1	0%
O=C1c2nccnc2C(=O)N1Cc1ccccc1	-2%
CCN1C[C@@H]2[C@@H]3C(=O)N(C)C(=O)[C@@H]3[C@](Cc3ccccc3)(C1=O)N2C(=O)c1ccc(Cl)c(Cl)c1	2%

Retrieved by compound from the list above:
SMILES	FEN1 inh
COc1ccc(C(=O)c2cn(-c3cccc(Br)c3)nc2C(C)=O)cc1	0%
O=S(Cc1ccccc1)c1ccccc1 (stereo not drawn)	-1%
CN(C)c1ccc(C(=O)Oc2cc(O/N=[N+](\[O-])N(C)C)c([N+](=O)[O-])cc2[N+](=O)[O-])cc1	?
CCNC1(C#N)CCN(Cc2ccccc2)CC1	1%
CCN1C[C@@H]2[C@@H]3C(=O)N(C)C(=O)[C@@H]3[C@](Cc3ccccc3)(C1=O)N2C(=O)c1ccc(Cl)c(Cl)c1	2%

Next structures.
SMILES	FEN1 inh
CCN(CC)CCNC(=O)C1(c2ccccc2)CCCCC1	-3%
COc1cc2c(NC3CCN(C)CC3)nc(N3CCCCC3)nc2cc1OCCOCCN1CCCC1	20µM*
Nc1ccc(S(=O)(=O)Nc2cc(Cl)c(N)c(Cl)c2)cc1	-6%
c1ccc(-c2ccc3sccc3n2)cc1	-3%
CCc1c(Cl)nc(N)nc1Nc1ccccc1C	4%
CC(=O)NC(Cc1ccccc1)C(=O)Oc1ccc2ccccc2c1 (stereo not drawn)	-5%
O=C(OCC1CCNCC1)c1ccc(F)cc1	27%
O=C(C[n+]1ccccc1Cl)c1ccc2c(c1)CCCC2	-30%
CCN(N=O)c1ccc(/C=C2\C=Cc3ccccc32)cc1	?
COc1cc2sc3ccc(C#Cc4ccccn4)cc3c(=O)c2cc1OC	0%
CC(=O)Nc1c(C(=O)O)ccc(C)c1OCc1ccccc1	10%
O=C(CCNC(=O)Cn1ccc2ccccc2c1=O)NCCN1CCN(c2ccccc2F)CC1	-3%
COC(=O)c1ccc2c(c1)C(NC(C)=O)CCc1cc(OC)c(OC)c(OC)c1-2 (stereo not drawn)	-2%
Cn1cc(C2NC(=O)c3ccccc3N2)c2ccccc21 (stereo not drawn)	6%
O=[N+]([O-])c1ccccc1CCc1ccccc1[N+](=O)[O-]	10%
Nc1ncnc2c1ncn2C1C=C(CO)C(O)C1O (stereo not drawn)	6%
O=C(OCc1ccccc1)c1ccc(NCc2cc(O)ccc2O)cc1	-20%
O=C(C1CCCN(S(=O)(=O)c2ccc(F)cc2)C1)N1CCOCC1 (stereo not drawn)	0%
Cc1ccc(NC(=O)C(Cc2c[nH]c3ccccc23)NC(=O)OC(C)(C)C)c(C)c1 (stereo not drawn)	-1%
O=C(CC1(O)C(=O)N(CCc2ccccc2)c2ccc(Br)cc21)c1ccccc1O (stereo not drawn)	-19%
O=C(NC1CCOC1=O)c1ccccc1 (stereo not drawn)	-6%
CC(=O)C[C@H]1c2cc(C(F)(F)F)ccc2S(=O)(=O)N1Cc1ccccc1	-2%&-6%
O=C(NCCCc1ccccc1)c1cccc(NC(=O)c2ccccc2)c1	-6%
COC(=O)C[C@H]1c2cc(C(F)(F)F)ccc2S(=O)(=O)N1Cc1ccc(OC)cc1	-21%&-21%
CC(C)CN1CC(C)C(=O)N(c2ccccc2)C1=O (stereo not drawn)	1%
Cc1ccc(C)c(S(=O)(=O)N2CCN(C(=O)CNC(=O)c3sc4ccccc4c3Cl)CC2)c1	16%
O=C1c2ccccc2S(=O)(=O)c2cc(N3CCOCC3)ccc21	-28%
CC(=O)S[C@@H]1CC2=CC(=O)CC[C@]2(C)[C@H]2CC[C@@]3(C)[C@@H](CC[C@@]34CCC(=O)O4)[C@H]12	-1%
CSc1ccc(C2=C/C(=C3/SC(=S)NC3=O)c3ccccc3O2)cc1	-4%
O=C(C1CC1)N1CCN(Cc2ccccc2)CC1	3%
Cc1ccc(NC2C(=O)NC(=O)NC2=O)cc1	-1%
CC1(C)N=C(c2ccccc2)C(c2ccccc2)=N1	-1%
CN1OC[C@@H]2CN(Cc3ccc(Cl)cc3)[C@H](c3cccc(Br)c3)C[C@@H]21	?
CCC(C)n1c(=N)c(S(=O)(=O)c2ccccc2)cc2c(=O)n3ccccc3nc21 (stereo not drawn)	17%
Cc1ccc(C(=O)CCC(=O)Nc2cccc(C(F)(F)F)c2)cc1C	-4%
O=C1c2ccccc2C(=O)N1CCc1c(-c2[nH]c3ccccc3c2CCN2C(=O)c3ccccc3C2=O)[nH]c2ccccc12	-10%
CCCCCCCCCCCCN1[C@@H](CC(C)=O)c2cc(C(F)(F)F)ccc2S1(=O)=O	?
Cc1ccc(S(=O)(=O)N2CCOCC2)cc1NC(=O)CSc1nnc(COc2ccccc2F)n1N	-10%
CCOc1ccccc1C(=O)NC(C)CCc1ccccc1 (stereo not drawn)	-2%
Cc1c(NS(=O)(=O)c2cccc(C(=O)NC(C)c3ccccc3)c2)c(=O)n(-c2ccccc2)n1C (stereo not drawn)	-8%
CC(=O)Nc1c(Cl)cc(Cl)c2c1Cc1cc(Cl)ccc1-2	1%
O=[N+]([O-])c1ccc2c(c1)C(=NO)c1cc(Cl)c(Cl)cc1-2	-2%
CCOc1ccccc1C=NNC(=O)CCCCC(=O)NN=Cc1ccccc1OCC	6%
COc1cc(OC)c(/C=C/c2ccc3ccccc3[n+]2[O-])c(OC)c1	-8%
C(CCCN1CCCCC1)CCN1CCCCC1	0%
CCCN=C1N(C)C[C@@H]2[C@@H]3C(=O)N(Cc4ccccc4)C(=O)[C@@H]3[C@](Cc3ccccc3)(C(=O)OC)N12	43%[activator]
Cc1cc(-c2ccccc2)nc(N/N=C/c2ccc(N(C)C)cc2)n1	-16%
OCc1nc2ccccc2n1CCOc1ccccc1	17%
Cc1ccc(OCC(=O)Nc2cccc3c2CCCC3)cc1C	-8%
Clc1ccc(C2=CSC3=NCCN23)c(Cl)c1	-6%
Cc1ccc(S(=O)(=O)NC(=O)NCc2ccco2)cc1	4%
C=C1CC(COc2ccc3c(C)c(Cl)c(=O)oc3c2)(c2ccccc2)OC1=O (stereo not drawn)	-1%
Cc1ccc(-c2nc3ncccc3o2)cc1NC(=O)COc1ccc(C(C)C)cc1	13%
Cc1ccc2c(C)ccnc2c1	-4%
Cc1ccc(S(=O)(=O)NC(C)C(=O)NCc2ccc(Cl)cc2)cc1 (stereo not drawn)	16%
Cc1cc(OC(=O)c2c(C)cc(OC(=O)c3c(C)cc(O)cc3O)cc2O)cc(O)c1C(=O)O	-3%
Nc1ccc(Cn2ccc3c4c(N)nc(N)nc4ccc32)cc1	25µM*
CCOc1ccc(S(=O)(=O)N2CCOCC2)cc1NC(=O)CSCC(=O)Nc1ccc(OC)cc1	-3%
Cn1c(=O)c2[nH]c(NN=Cc3ccc(Br)cc3)nc2n(C)c1=O	-9%
O=C(CN(c1ccc(F)cc1)S(=O)(=O)c1ccccc1)N1CCOCC1	0%
Further records.
SMILES	FEN1 inh
CCOC(=O)C[C@H]1c2cc(C(F)(F)F)ccc2S(=O)(=O)N1Cc1ccccc1	-22%&2%
O=C(C[n+]1cccc(Cl)c1)c1ccc(O)c(O)c1	-15%
Cc1ccc(C(=O)COC(=O)CSc2cccc3cccnc23)c(C)c1	4%
CN(C)c1ccc(C=Cc2cnccn2)cc1	-4%
Cc1ccccc1C(=O)NNC(=O)CCCCC(=O)NNC(=O)c1ccccc1C	5%
CCc1ccccc1Nc1nc2ccccc2[nH]1	8%
Cc1ccc(NC(=O)NC2OC(=O)c3ccccc32)cc1 (stereo not drawn)	1%
COc1ccccc1CNS(=O)(=O)c1cc(C(=O)N(C)Cc2cccnc2)c(Cl)cc1Cl	-7%
OCC1OC(n2cnc3c(NCc4ccccc4O)ncnc32)C(O)C1O (stereo not drawn)	-2%
CCOc1ccc2c(c1)sc1nc(C(=O)OC)cc(=O)n12	-3%
C[C@H]1CC[C@]2(O[C@@H](CCO)C[C@@H](O)[C@@H]2O)O1	-1%
OC(Cc1ccncc1)c1ccccc1Cl (stereo not drawn)	3%
N=c1c(S(=O)(=O)c2ccccc2)cc2c(=O)n3ccccc3nc2n1C1CCCCC1	-7%
CC(C)(C)c1ccc(S(=O)(=O)Nc2ccc(O)c(Sc3nc4ccccc4s3)c2)cc1	-27%
Cn1c(N=Cc2ccc([N+](=O)[O-])cc2)c(N)c(=O)n(C)c1=O	-3%
CCN(CC)CCCN1C(=O)C(=O)/C(=C(/O)c2ccc(OC)cc2)C1c1ccco1 (stereo not drawn)	7%
Cc1cccc(-c2c3c(=O)n(C)c(=O)n(C)c3c3nnc4ccccc4n23)c1	9%
Cc1ccc2cc(CN(CCCN3CCOCC3)C(c3nnnn3Cc3ccco3)C(C)C)c(=O)[nH]c2c1C (stereo not drawn)	-11%

In the list so far, 6 contain a CF3 group:
SMILES	FEN1 inh
FC(F)(F)c1nc(SCc2ccccc2)n[nH]1	-7%
CC(=O)C[C@H]1c2cc(C(F)(F)F)ccc2S(=O)(=O)N1Cc1ccccc1	-2%&-6%
COC(=O)C[C@H]1c2cc(C(F)(F)F)ccc2S(=O)(=O)N1Cc1ccc(OC)cc1	-21%&-21%
Cc1ccc(C(=O)CCC(=O)Nc2cccc(C(F)(F)F)c2)cc1C	-4%
CCCCCCCCCCCCN1[C@@H](CC(C)=O)c2cc(C(F)(F)F)ccc2S1(=O)=O	?
CCOC(=O)C[C@H]1c2cc(C(F)(F)F)ccc2S(=O)(=O)N1Cc1ccccc1	-22%&2%

High-throughput results as filed in PubChem BioAssay.
